High-throughput results as filed in PubChem BioAssay.
aSyn yeast rescue – qHTS of alpha-syn Inhibitors: NCGC Sytravon Library Screen; S. cerevisiae alpha-synuclein toxicity rescue, BacTiter-Glo growth, 24 h; Potency, µM (series often up to 46.1 µM), inactives show at the top dose growth rescue (activation), most hits filed as activators; 0.02% of 94,000 active; active = well fitted activation curve with a large enough effect; inconclusive = small, poorly fitted or top-dose-only effect; note: 0% is about no effect
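Growth restoration measured by BacTiter-Glo luminescence after 24 hr at 30 deg C; alpha-synuclein yeast, raffinose-pregrown to mid-log, were added at OD600=0.02 in galactose medium onto pinned compounds.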
Active calls of the source: *; & = joins results of further samples; [ ] = another dose, or the depositor's remark. Potency is the fitted concentration of half-maximal effect. Not all compounds are listed; the hit share may differ from the screen's.

Results for CC1(c2ccccc2)NC(=O)N(NC(=O)CSc2n[nH]c(N)n2)C1=O (stereo not given) ?
aSyn yeast rescue: -6%

Results for Cc1cccc(C(=O)N/C(=C\c2ccco2)C(=O)N2CCCCCC2)c1 ?
aSyn yeast rescue: 7%

What do the screens show for `Cc1ccc(C)c(N2CCN(S(=O)(=O)c3cc(Br)cc4c3N(C(=O)C3CC3)CC4)CC2)c1`?
aSyn yeast rescue: 3%

What do the screens show for `O=C1CC(NS(=O)(=O)c2cccs2)CN1c1ccc(Cl)cc1` (stereo not given)?
aSyn yeast rescue: 4%

What do the screens show for `C=Cc1ccc(CSc2nc(-c3ccccc3C)nc3c2Cc2c(CO)cnc(C)c2O3)cc1`?
aSyn yeast rescue: 5%

What do the screens show for `O=C(O)/C=C/c1ccc(OCCCF)cc1`?
aSyn yeast rescue: -18%

What do the screens show for `COc1ccc(N2CCN(c3oc(/C=C/c4ccccc4OC)nc3C#N)CC2)cc1`?
aSyn yeast rescue: -11%

How did Cc1ccc(S(=O)(=O)N(C)C[C@@H]2OCCCC[C@@H](C)Oc3ccc(NS(=O)(=O)c4c(C)noc4C)cc3C(=O)N([C@H](C)CO)C[C@@H]2C)cc1 do in these assays?
aSyn yeast rescue: -2%

What do the screens show for `CC(C)CCNC(=O)C1CCCN(S(=O)(=O)c2ccc(-n3cnnn3)cc2)C1` (stereo not given)?
aSyn yeast rescue: -3%

Results for c1csc(-c2nc3ccccn3c2Nc2ccc3c(c2)OCCO3)c1 ?
aSyn yeast rescue: -35%[inhibitor]

Results for COCCOC(=O)c1[nH]c2c(c1C)C(=O)C(C(=O)OC)C(C)C2 (stereo not given) ?
aSyn yeast rescue: 0%

Results for COc1ccc(CN(C)C(=O)C23CC4CC(CC(C4)C2)C3)c(OC)c1 ?
aSyn yeast rescue: -6%

What do the screens show for `CCn1cc(C(=O)N2CCN(c3ccccc3OC)CC2)c2cc(OC)c(OC)cc2c1=O`?
aSyn yeast rescue: 7%&8%

How did Nc1nnc(/C=C/c2ccccc2Cl)s1 do in these assays?
aSyn yeast rescue: -9%

How did CC(C)(C)OC(=O)N1CCC(c2c(C(=O)N3CCC(c4ccccc4)C3)cnn2-c2cccc(Cl)c2)CC1 (stereo not given) do in these assays?
aSyn yeast rescue: inconclusive

How did CN1CCN(CC(O)COc2ccc(C34CC5CC(CC(C5)C3)C4)cc2)CC1 (stereo not given) do in these assays?
aSyn yeast rescue: -35%[inhibitor]

What do the screens show for `CC(C)(CO)CN1CCC(n2nccc2NC(=O)C2CCOC2)CC1` (stereo not given)?
aSyn yeast rescue: 6%

Results for COc1cc(OC)cc(C(=O)OCC(=O)Nc2nnc(-c3ccccc3)o2)c1 ?
aSyn yeast rescue: 3%

Results for Cc1ccc(C(=O)Nc2ccc(S(=O)(=O)N3CCCC3)cc2)s1 ?
aSyn yeast rescue: 4%

What do the screens show for `Cc1cccc(NC(=O)C2CCCN(S(=O)(=O)c3cnc[nH]3)C2)c1C` (stereo not given)?
aSyn yeast rescue: 4%

What do the screens show for `Cc1ccccc1OCC(=O)Nc1c(C)ccc2nsnc12`?
aSyn yeast rescue: -4%

How did CCc1ccccc1NC(=O)NC(CC)Cn1nnc2ccccc2c1=O (stereo not given) do in these assays?
aSyn yeast rescue: -4%

How did Nc1oc2ccc(F)cc2c(=O)c1C=O do in these assays?
aSyn yeast rescue: 5%

How did COc1ccc2c(Sc3ccc(Cl)cc3)c(C(=O)NCCCN3CCCCC3)[nH]c2c1 do in these assays?
aSyn yeast rescue: 4%

What do the screens show for `COC(=O)c1ccc(NC(=O)c2cc(S(=O)(=O)N3CCOCC3)cn2C)cc1`?
aSyn yeast rescue: -9%

How did COc1ccc(N2CCN(C(=O)c3c(C)oc4ncn(CC(C)C)c(=O)c34)CC2)cc1 do in these assays?
aSyn yeast rescue: 4%

Results for CCOc1ccc2nc(NC(=O)c3nc(SCc4ccc(C)cc4)ncc3Cl)sc2c1 ?
aSyn yeast rescue: -4%

Results for CCS(=O)(=O)N1CCc2cc(C(=O)Nc3cccc(C)c3C)ccc21 ?
aSyn yeast rescue: -15%

Results for CCOC(=O)CN1Cc2cccc(C(=O)O)c2C1=O ?
aSyn yeast rescue: -3%

Results for CCc1ccc(CN2CCCC(CCC(=O)N3CCN(c4ccccn4)CC3)C2)o1 (stereo not given) ?
aSyn yeast rescue: 10%

What do the screens show for `Cc1ccc(-n2c3nc(=O)n(C)c(=O)c-3cc3ccccc32)c(C)c1`?
aSyn yeast rescue: -3%

Results for CCN(CC)C(=O)c1ccc(Oc2ccc([N+](=O)[O-])cc2Cl)cc1 ?
aSyn yeast rescue: -1%

How did CCOc1ccc(NC(=O)N2CCC(NC(=O)C(Cc3cccc(F)c3)NC(C)=O)CC2)cc1 (stereo not given) do in these assays?
aSyn yeast rescue: 3%

What do the screens show for `Fc1ccc(N2CCN(c3ncnc4c3nc3n4CCCC3)CC2)cc1`?
aSyn yeast rescue: -10%

What do the screens show for `CCOC(=O)c1oc2ccc(S(=O)(=O)n3nc(-c4ccc(C)cc4)cc3N)cc2c1C`?
aSyn yeast rescue: 13%

What do the screens show for `CC(C)CNc1nc(Oc2ccc(OCC(N)=O)nn2)nc(N2CCOCC2)n1`?
aSyn yeast rescue: -4%

Results for O=C1NC2(CCc3ccccc3C2)C(=O)N1CCOc1cccc(Cl)c1 (stereo not given) ?
aSyn yeast rescue: inconclusive

Results for COC(=O)c1[nH]nc(-c2ccccc2)c1-c1ccccc1 ?
aSyn yeast rescue: -7%

How did CCn1c(C)c(P(c2ccccc2)c2ccccc2)[n+]2ccccc12 do in these assays?
aSyn yeast rescue: 2%

What do the screens show for `Cc1sc2nc(-c3ccccc3F)oc(=O)c2c1C`?
aSyn yeast rescue: -3%

What do the screens show for `COC(=O)CSc1nnc(-c2ccc(S(=O)(=O)N3CCCC3)cc2)o1`?
aSyn yeast rescue: 2%

How did Cc1cc(C(=O)CSc2nnc(N)s2)c(C)n1Cc1ccco1 do in these assays?
aSyn yeast rescue: -1%

Results for CCc1ccc(-n2nc(CO)c(C(=O)NCc3ccccc3OC)n2)cc1 ?
aSyn yeast rescue: 1%

What do the screens show for `CN1CCN(C2CN(Cc3ccc([N+](=O)[O-])cc3)S(=O)(=O)C2)CC1` (stereo not given)?
aSyn yeast rescue: -2%

How did O=C(Nc1nnc(SCc2ccc(F)cc2)s1)c1cnccn1 do in these assays?
aSyn yeast rescue: 6%

How did COc1ccc2c(c1)c(N1CCCC1=O)c(C(=O)Nc1ccc(Cl)cc1C)n2C do in these assays?
aSyn yeast rescue: -26%

Results for CCOc1ccc(-c2ccc(NS(=O)(=O)c3ccc(C)cc3)cc2)nn1 ?
aSyn yeast rescue: -2%

What do the screens show for `Cc1ccc(N2CC(C(=O)OCC(=O)c3ccc(C)c([N+](=O)[O-])c3)CC2=O)cc1` (stereo not given)?
aSyn yeast rescue: 6%

What do the screens show for `CC(=O)Nc1ccc(N(CC(=O)NC2CCCC2)C(=O)CCC(=O)Nc2cc(C)on2)cc1`?
aSyn yeast rescue: 6%

What do the screens show for `CCc1ccccc1NC1c2ccccc2C(=O)N1c1cc(C)ccn1` (stereo not given)?
aSyn yeast rescue: -3%

How did Cc1ccc(N2CC(NC(=O)/C=C\c3ccc4c(c3)OCO4)CC2=O)cc1C (stereo not given) do in these assays?
aSyn yeast rescue: -1%

Results for CCC(C(=O)NCCc1ccc(Cl)cc1)n1nc(C)c2c(C)n(-c3ccccc3)nc2c1=O (stereo not given) ?
aSyn yeast rescue: 5%

What do the screens show for `O=C(Nc1ccc(Br)cc1F)c1ccc2c(c1)OCCO2`?
aSyn yeast rescue: 1%

Results for COc1ccccc1-c1nnc(SC(C)C(=O)NCC2CCCO2)n1C (stereo not given) ?
aSyn yeast rescue: -2%

What do the screens show for `CC1CCCCC1NC(=O)C1CCC(CNc2c(N3CCCCC3)c(=O)c2=O)CC1` (stereo not given)?
aSyn yeast rescue: 7%

What do the screens show for `COc1cc(Cn2c(=O)sc3ccccc32)ccc1OCCC(C)C`?
aSyn yeast rescue: inconclusive

How did CCc1ccc(CSc2nc(-c3ccc(OC)cc3)nc3c2Cc2c(CO)cnc(C)c2O3)cc1 do in these assays?
aSyn yeast rescue: -4%

Results for CCCCN(C)C(=O)CCC(=O)Nc1ccc2nc(N3CCN(C)CC3)cc(C)c2c1 ?
aSyn yeast rescue: 7%

What do the screens show for `CCCCOc1ccc(C(=O)Nc2ccc(-c3cc4ccccc4oc3=O)cc2)cc1`?
aSyn yeast rescue: 7%

What do the screens show for `COc1cccc(N2CCN(C(=O)c3cc4c(=O)oc5ccc(C)cc5c4s3)CC2)c1`?
aSyn yeast rescue: -6%

How did Cc1cccc(NC(=O)CSc2nnc(NC(=O)C3CCC3)s2)c1 do in these assays?
aSyn yeast rescue: 6%

Results for Cc1ccc(NC(=O)c2nnn(-c3ccc4c(c3)OCCO4)c2N)cc1 ?
aSyn yeast rescue: -8%

What do the screens show for `O=C1CCCN1c1ccc(S(=O)(=O)N2CCN(c3ccccc3)CC2)cc1`?
aSyn yeast rescue: -4%

What do the screens show for `CC(C)N(C(=O)Cn1cc(SCC(=O)Nc2ccccc2F)c2ccccc21)C(C)C`?
aSyn yeast rescue: -2%

How did COc1ccc(NC(=O)N2CCCn3nc(C)cc32)cc1OC do in these assays?
aSyn yeast rescue: 6%

What do the screens show for `COc1ccc(-c2nc3c4ccccc4n(CC(=O)Nc4ccc(C(C)C)cc4)c(=O)n3n2)cc1`?
aSyn yeast rescue: -9%

How did Cn1nc(C(=O)N2CCN(S(=O)(=O)/C=C/c3ccccc3)CC2)c2ccccc2c1=O do in these assays?
aSyn yeast rescue: 3%

How did CC(C)CN(C(=O)COC(=O)CNC(=O)c1ccccc1F)c1c(N)n(Cc2ccccc2)c(=O)[nH]c1=O do in these assays?
aSyn yeast rescue: 4%

Results for CCOC(=O)C1CCCN(S(=O)(=O)c2cn(C)c(=O)n(C)c2=O)C1 (stereo not given) ?
aSyn yeast rescue: -2%

How did Cc1ccc2c(CC(=O)Nc3c(C(=O)c4ccc(C)c(F)c4)oc4ccccc34)coc2c1 do in these assays?
aSyn yeast rescue: -2%

Results for CC(C)CC(=O)Nc1nnc(S(=O)(=O)N2CCCCCC2)s1 ?
aSyn yeast rescue: -7%

How did CC12CCC(=O)N1C(C(=O)Nc1nc(-c3ccc(F)c(F)c3)cs1)CS2 (stereo not given) do in these assays?
aSyn yeast rescue: 17%

What do the screens show for `Cc1ccc(NC(=O)CN2C(=O)C(c3ccccc3)=NC2(C)C)cc1C`?
aSyn yeast rescue: 1%

Results for O=C(CCS(=O)(=O)c1cc(Br)cc2c1N(C(=O)C1CC1)CC2)Nc1ccc(C(F)(F)F)cc1 ?
aSyn yeast rescue: -2%

How did COc1ccc(-c2[nH]c3c(c2-c2c(-n4cccc4)n(C)c(=O)n(C)c2=O)c(=O)n(C)c(=O)n3C)cc1 do in these assays?
aSyn yeast rescue: -4%

What do the screens show for `Cc1cccc(N2CCN(c3ncnc4c3cnn4-c3ccc(Cl)cc3)CC2C)c1` (stereo not given)?
aSyn yeast rescue: -6%

Results for Cc1cc(C)c(S(=O)(=O)NCC(c2ccco2)S(=O)(=O)c2ccccc2)c(C)c1 (stereo not given) ?
aSyn yeast rescue: -3%

Results for Cc1cc(Cl)ccc1OCC(=O)N(Cc1ccco1)Cc1ccccc1F ?
aSyn yeast rescue: 11%

Results for Cc1ccc2c(c1)-c1c(cnn1CC(=O)N1CCN(c3ccccc3F)CC1)CO2 ?
aSyn yeast rescue: inconclusive

What do the screens show for `COC(=O)C1=CN(Cc2cccs2)C=C(C(=O)OC)C1c1cccc(O)c1`?
aSyn yeast rescue: -6%

What do the screens show for `Cc1cccc(-c2ncc(CN3CCCC(CO)(Cc4cccc(Cl)c4)C3)cn2)c1` (stereo not given)?
aSyn yeast rescue: 15%

Results for CC(=O)Nc1cccc(NC(=O)C2CCCO2)c1 (stereo not given) ?
aSyn yeast rescue: -3%
